Bioassay records as filed in PubChem.
mcGAS MS inh: mouse cGAS inhibition by mass spec; recombinant mouse cGAS, cGAMP by RapidFire MS; inhibition, % at 12.5 µM; actives 0.18% (n = 130,000); AID 1259397;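 active means inhibition of cGAS enzyme activity at or above 60%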;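 further: enzyme stimulated by 45 bp dsDNA with ATP and GTP substrates; cGAMP share of summed cGAMP plus half ATP and half GTP signals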
Target sequence (Q8C6L5 whole entry, looked up): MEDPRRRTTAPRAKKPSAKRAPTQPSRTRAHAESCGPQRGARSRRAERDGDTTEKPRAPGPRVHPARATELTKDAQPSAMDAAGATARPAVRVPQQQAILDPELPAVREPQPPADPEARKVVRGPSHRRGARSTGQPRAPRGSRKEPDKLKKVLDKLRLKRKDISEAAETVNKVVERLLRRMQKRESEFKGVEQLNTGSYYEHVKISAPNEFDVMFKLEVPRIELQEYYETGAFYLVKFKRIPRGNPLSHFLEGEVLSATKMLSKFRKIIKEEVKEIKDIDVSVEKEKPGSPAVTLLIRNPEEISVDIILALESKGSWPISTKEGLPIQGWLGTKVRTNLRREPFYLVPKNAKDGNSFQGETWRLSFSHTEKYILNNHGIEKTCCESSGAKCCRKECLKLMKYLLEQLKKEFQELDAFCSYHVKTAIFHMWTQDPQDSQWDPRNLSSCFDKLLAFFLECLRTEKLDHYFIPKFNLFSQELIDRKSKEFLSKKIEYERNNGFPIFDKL
Starred values were filed as active, the others as inactive; & = joins results of further samples. These rows are one share of the data; rates above refer to the full screens.

SMILES	mcGAS MS inh
CCCn1nccc1NC(=O)NCC1CCc2ccccc2N1 (stereo unspecified)	-2
CC(C)[C@H]1CC[C@H](C)C[C@@H]1OCC(=O)NCCCOc1cccc([N+](=O)[O-])c1	-7
CSc1ccc(-c2nc(CN3CCn4nc(C)cc4C3)c(C)o2)cc1	-10
CC(C(=O)N1CCc2c(nc(-c3ccncc3)nc2N(C)C)C1)n1cccn1 (stereo unspecified)	12
CN(C)S(=O)(=O)N1CC[C@@H](c2ccc3ccccc3c2)[C@H](O)C1	-13
CC1CCN(C(=O)Cn2cnc3sc4c(c3c2=O)CCC(C)C4)CC1 (stereo unspecified)	-2
COc1cc(C)ccc1C1=NNC(=Nc2ccccc2)SC1	13
C=CCn1c(=O)c2c(nc3n2CC(C)=NN3Cc2cc(C)ccc2C)n(C)c1=O	3
Cc1nnc(CSc2ccc(Cl)c(C(F)(F)F)c2)o1	-7
CCOC(=O)c1sc(=NC(=O)c2ccc(Br)cc2)n(C)c1C	-4
Cn1c(NCC(O)c2ccc(Cl)cc2)c(C#N)c(=O)n(C)c1=O (stereo unspecified)	-26
O=C(NC1CC(=O)N(Cc2ccc(F)cc2)C1)c1ccccc1-c1ncn[nH]1 (stereo unspecified)	-8
CCC#CCN(C)CCC(O)c1ccccc1 (stereo unspecified)	-6
O=C(Cn1nc2n(c(=O)c1=O)CCN2c1ccc(F)cc1)Nc1cccc(Cl)c1	-2
Nc1nc(N)nc(SCC(=O)Nc2ccc3[nH]c(=O)[nH]c3c2)n1	-1
CN(CC(=O)NCc1ccc2c(c1)CC(C)(C)O2)C1CCS(=O)(=O)C1 (stereo unspecified)	-14
COCc1cccc(NC(=O)c2ccc(N3CCCCC3=O)cc2)c1	0
CC(C)C(=O)N1CCN(CC(=O)N(C)CC(=O)NC(C)(C)C)CC1	-3
CC(C)c1nnc(SCC(=O)N(C)c2ccccc2)n1C1CC1	-7
CN(C)C(=O)C(c1ccccc1)N1CCC(O)(C(F)(F)F)C1 (stereo unspecified)	-1
COc1ccccc1-c1ccc(NCC2COCCO2)nn1 (stereo unspecified)	-11
O=C(Nc1nc(CN2CCOCC2)cs1)c1ccc2c(c1)CCO2	-9
Cc1nc2ccc(C(=O)N(CCC#N)CC3CCCO3)cc2[nH]1 (stereo unspecified)	-12
CC1(C(=O)NS(=O)(=O)Cc2ccccc2)CCN1C(=O)CCC1CCCC1 (stereo unspecified)	-10
CCC(c1cccnc1)N(C)C(=O)c1ccc(CO)o1 (stereo unspecified)	-15
Cc1ccc(NC(=O)C2(C)CCN2Cc2cc3ccccc3o2)cc1O (stereo unspecified)	-13
N#CC1C(=N)C(C#N)(C#N)C(c2ccc(F)cc2)C=C1c1ccccc1 (stereo unspecified)	-12
CCc1cc2c(SCc3cc(=O)n4c(C)csc4n3)ncnc2s1	-15
O=c1[nH][nH]c2c1CCN(Cc1cc3n(n1)CCCNC3)CC2	0
CC1(C)CC(=O)C=C(Nc2ccc(Br)cn2)C1	-4
CC(=O)N1N=C(Cc2ccccc2)OC1C(=O)NC[C@@H]1[C@H](C=C(C)C)C1(C)C (stereo partly specified)	-14
CC#CC(=O)N1CCCC(C(=O)Nc2cccc(-c3cc4ccccc4[nH]3)c2)C1 (stereo unspecified)	-3
CN(C)S(=O)(=O)NCCc1c[nH]c2cc(F)ccc12	5
OCCC1CN(Cc2cc(F)ccc2F)CCN1C1CCCC1 (stereo unspecified)	-6
Cc1cc(C)nc(-n2cccc2-c2nc(-c3ccccc3)c(C)[nH]2)n1	-10
Cc1ccc(C(=O)NNC(=O)N2CCN(c3ccccc3O)CC2)cc1	-29

Reformatted with the structure last: 18 of the compounds above
mcGAS MS inh | compound
-14 | CN(CC(=O)NCc1ccc2c(c1)CC(C)(C)O2)C1CCS(=O)(=O)C1 (stereo unspecified)
0 | COCc1cccc(NC(=O)c2ccc(N3CCCCC3=O)cc2)c1
-3 | CC(C)C(=O)N1CCN(CC(=O)N(C)CC(=O)NC(C)(C)C)CC1
-7 | CC(C)c1nnc(SCC(=O)N(C)c2ccccc2)n1C1CC1
-1 | CN(C)C(=O)C(c1ccccc1)N1CCC(O)(C(F)(F)F)C1 (stereo unspecified)
-11 | COc1ccccc1-c1ccc(NCC2COCCO2)nn1 (stereo unspecified)
-9 | O=C(Nc1nc(CN2CCOCC2)cs1)c1ccc2c(c1)CCO2
-12 | Cc1nc2ccc(C(=O)N(CCC#N)CC3CCCO3)cc2[nH]1 (stereo unspecified)
-10 | CC1(C(=O)NS(=O)(=O)Cc2ccccc2)CCN1C(=O)CCC1CCCC1 (stereo unspecified)
-15 | CCC(c1cccnc1)N(C)C(=O)c1ccc(CO)o1 (stereo unspecified)
-13 | Cc1ccc(NC(=O)C2(C)CCN2Cc2cc3ccccc3o2)cc1O (stereo unspecified)
-12 | N#CC1C(=N)C(C#N)(C#N)C(c2ccc(F)cc2)C=C1c1ccccc1 (stereo unspecified)
-15 | CCc1cc2c(SCc3cc(=O)n4c(C)csc4n3)ncnc2s1
0 | O=c1[nH][nH]c2c1CCN(Cc1cc3n(n1)CCCNC3)CC2
-4 | CC1(C)CC(=O)C=C(Nc2ccc(Br)cn2)C1
-14 | CC(=O)N1N=C(Cc2ccccc2)OC1C(=O)NC[C@@H]1[C@H](C=C(C)C)C1(C)C (stereo partly specified)
-3 | CC#CC(=O)N1CCCC(C(=O)Nc2cccc(-c3cc4ccccc4[nH]3)c2)C1 (stereo unspecified)
5 | CN(C)S(=O)(=O)NCCc1c[nH]c2cc(F)ccc12

Additional compounds:
SMILES	mcGAS MS inh
CCc1noc(C(C)SCCn2nc(C)cc2C)n1 (stereo unspecified)	2
CCCc1nnc2sc(C(C)n3cnc4ccccc4c3=O)nn12 (stereo unspecified)	-15
CC(C)(C)c1ccc(S(=O)(=O)NC(=O)C2(C)CCN2C(=O)c2cccc3ccccc23)cc1 (stereo unspecified)	-2
Cc1ccc(Nc2nc(Nc3cccc(F)c3)nc3nccnc23)cc1C	-18
CCOC(=O)C1(Cc2ccccc2C)CCCN(C(=O)c2cnccn2)C1 (stereo unspecified)	-9
Cc1cccc(Nc2ncccc2C(=O)N2CCCC2c2nnc3c(C(F)(F)F)cccn23)c1C (stereo unspecified)	-1
O=S(=O)(CCNC1CCC2(CCNCC2)CC1)N1CCCC1	-7
CCOCCC(=O)N1CCN(CC(=O)NC2CCCC(C)C2)CC1 (stereo unspecified)	-4
O=C(CC1(O)C(=O)Nc2ccccc21)c1ccco1 (stereo unspecified)	-10
NS(=O)(=O)N1CCN(C(=O)c2cc(Cl)sc2Cl)CC1	3
CC1(C(Br)Br)C=CC=CC1=O (stereo unspecified)	-7
c1cc2c(cn1)CCCN2	-6
CCc1nc(C)sc1CNC(C)Cn1ccnc1 (stereo unspecified)	-19
C=CCN1C(=S)N(c2ccc(Cl)cc2)C2CS(=O)(=O)CC21 (stereo unspecified)	7
CNc1cc(C(=O)N2CCC(c3nc4c(C)cccc4[nH]3)CC2)ccn1	-10
CC(C)c1nccn1C(C)C(=O)N1CCc2ccccc2C1 (stereo unspecified)	-18
C=CCNc1nc(NCc2ccc(NC(C)=O)cc2)c2sc(-c3ccccc3)cc2n1	5
CC(c1ccccc1)N(C)C(=O)C=Cc1cc2c(cc1[N+](=O)[O-])OCO2 (stereo unspecified)	-11
O=c1oc2ccccc2n1CNC1(c2ccc(Br)cc2)CCC1	7
CSc1ccccc1OCc1cc(C(=O)N(C)Cc2ccc(F)cc2)no1	-3
CCOc1ccc(N(C)S(=O)(=O)N2CCCCC2)cc1	0
O=C(NCCc1cccs1)C(=O)NCn1nnc2ccccc2c1=O	-2
COC(CNC(=O)c1cn(C)c2c(=O)n(-c3ccc(Cl)cc3)c(=O)[nH]c12)OC	-24
CS(=O)(=O)N1CCCc2cc(-c3csc(N)n3)ccc21	0
CCCN1CCC(Cc2noc(-c3cn4ccsc4n3)n2)CC1	9
c1ccc(-c2cnc(CSc3nnnn3C3CC3)o2)cc1	-12
Cc1ccc(C2CCCN2C(=O)CSCC(N)=O)cc1C (stereo unspecified)	-6
O=C(c1ccc(N2CCOCC2)nc1)N1CCC(Oc2cccnc2)CC1	-15
CC(Oc1ccc(Cl)cc1Cl)C(=O)Nc1cnccc1N(C)C (stereo unspecified)	6
CC1(C)[C@@H]2CC[C@]1(C)C(=O)C2	-3&0
CN1CCC(Cn2ccnc2-c2ccc3occc3c2)(N(C)C)CC1	-2
O=C(c1ccc(-c2ccc(O)cc2)nc1)N1CCC(CCc2ccccc2)CC1	-15
COc1ccc(CC(=O)Nc2cc(-c3cccs3)nn2-c2nc(C(C)C)cc(=O)[nH]2)cc1	-2
Cc1cn2c3c(=O)n(C)c(=O)n(C)c3nc2n1CCCN1CCC(Cc2ccccc2)CC1	-12
COc1ccc(-c2ccccc2NC(=O)C2CCCN(Cc3cccc(F)c3F)C2)cc1 (stereo unspecified)	2
CCCC1SCCN1C(=O)c1c(Br)c2ccccc2n1C (stereo unspecified)	-2
CCc1nnc2n1CCN(C(=O)c1cccc3c1OCC(=O)N3)C2	8
Nc1cccc(-n2c(CCCO)nc3ccccc32)n1	-2
COCCn1c(C)cc(O)c(C(c2cccc(Cl)c2)N2CCN(CCO)CC2)c1=O (stereo unspecified)	-8
Cc1cc2nnc(SC(C)C(=O)NC(C)(C)C)n2c2ccccc12 (stereo unspecified)	-2
O=C(CC1c2ccccc2CCc2ccccc21)NCC1COCCO1 (stereo unspecified)	-4
CN1CC2(CCN(Cc3nccn3C)CC2)CC1C(=O)O (stereo unspecified)	-8
Cc1cc(C)c(S(=O)(=O)N2CCN(C(=O)CCc3ccsc3)CC2)c(C)c1	6
CN(CC(=O)NC(C)(C)C)C(=O)CSc1ccccc1C(=O)O	-17
O=C(Nc1cccc(C(F)(F)F)c1)N1CCN(c2cc(-n3ccnc3)ncn2)CC1	1
N#CCCCN1CCC2(C=Cc3ccccc32)CC1	-1
N#Cc1ccc(Cl)cc1S(=O)(=O)Nc1ccncc1	1
COc1ccc(-c2nnc(SCc3cc4c(cc3Br)OCO4)o2)cc1	5
CCC(NS(=O)(=O)c1ccc(S(C)(=O)=O)cc1)C12CC3CC(CC(C3)C1)C2 (stereo unspecified)	-24
CC(C)(C)n1ncc2c(=O)n(NC(=O)c3ccco3)cnc21	-3
CCOC(=O)N1CCN(/C=C(\C#N)S(=O)(=O)c2ccccc2)CC1	2
CC(=O)c1ccc(NC(=O)c2ccc(-c3ccccc3)cc2F)cc1	1
CC(C)NC(=O)C(C)Sc1nnnn1-c1ccccc1 (stereo unspecified)	-5
CC(C)c1nn(Cc2ccccc2Cl)c(=O)c2c1cnn2C(C)(C)C	-2
C=CCNC(=S)NS(=O)(=O)c1ccc(Br)cc1	-2
CCN(C(=O)Cn1cnc2c1c(=O)n(C)c(=O)n2C)C1CCS(=O)(=O)C1 (stereo unspecified)	-9
CCCCN(C(=O)c1[nH]c2c(c1C)C(=O)CCC2)C1CCS(=O)(=O)C1 (stereo unspecified)	2
CCSCC(C)NC1CCN(c2cccc(C)c2)CC1 (stereo unspecified)	-15
Cc1cc(C)cc(Cn2c(C)c(C(=O)NCc3ccc(C#N)cc3)sc2=O)c1	-6
Cc1ccc2c(c1)ncc[n+]2CC(=O)c1ccc(Cl)cc1Cl	-24

Remaining list, next part
SMILES	mcGAS MS inh
Cc1cc(N2C(=O)c3oc4ccc(Br)cc4c(=O)c3C2c2ccccc2)no1 (stereo unspecified)	-10
O=C(NC1CC1)C1CCN(S(=O)(=O)N2CCCCC2)CC1	-2
COc1ccc(C2CCCN2C(=O)Nc2ccccc2N2CCN(C)CC2)cc1 (stereo unspecified)	-3
COCCn1c(O)c(C=NCC(OC)OC)c(=O)[nH]c1=S	-19
CC(=O)c1cccc(CN2CCC(C(=O)Nc3ccc(-c4cccc(C)c4)cc3)CC2)c1	-2
NCc1ccc(S(=O)(=O)N2CCC(O)CC2)cc1	1
Cn1c2ccccc2n2c3cnc(C(C#N)C#N)nc3c(=O)c(C#N)c12	-5
CCCOc1ccc2c(c1)OCC(C(=O)O)=C2	-5
CN(CCO)c1nc(-c2ccsc2)nc2sc3c(c12)CCCC3	-6
COc1ccc(Cc2nc3ccc(C(=O)N4CCSCC4)cc3o2)cc1OC	-7
COC1CCC(N(C)C(=O)CCCc2cc(C)sc2C)CC1 (stereo unspecified)	-53
O=C(Cn1nc2ccccc2n1)NC1CC(=O)N(CCc2ccccc2)C1 (stereo unspecified)	-5
O=C(NCCC1=CCCCC1)c1cc(-c2cccs2)n(C2CCS(=O)(=O)C2)n1 (stereo unspecified)	4
CC(=O)CC(c1ccccc1)c1c(O)c2ccccc2oc1=O (stereo unspecified)	-1&7&7
COC(=O)c1cc(S(N)(=O)=O)ccc1NCC1(c2ccccc2)CCC1	1
CNC(=O)[C@@]12O[C@H]3COC(C)(C)O[C@H]3[C@@H]1OC(C)(C)O2	-6
CC1Cc2ccccc2N1C(=O)CSc1nc2sccc2c(=O)[nH]1 (stereo unspecified)	-1
O=C1OC(c2cccc(Cl)c2)=NC1=Cc1ccco1	-6
CCCCCCCC1(C)NC(=O)N(CC(=O)Nc2cc(C)on2)C1=O (stereo unspecified)	-1
CN(CCOc1ccc(Cl)cc1)C(=O)Nc1ccccc1S(C)=O (stereo unspecified)	-1
CC1CN(CN2C(=O)C(=O)c3c(Br)cccc32)CC(C)O1 (stereo unspecified)	0
Cc1ccccc1C(=O)NC(C)CC1=CCCN(CC(N)=O)C1 (stereo unspecified)	-8
O=C(Cn1cnc2cc(-c3ccc(Cl)cc3)sc2c1=O)NC(=O)NCc1ccccc1	-4
Cc1nn(CC(C)C)c(Cl)c1C(=O)NC(C)Cc1ccco1 (stereo unspecified)	-7
Cc1sc2nc(CSc3nnnn3C3CCCC3)[nH]c(=O)c2c1C	-2
CCN(C(C)COC)S(=O)(=O)c1ccc(C)c(C)c1 (stereo unspecified)	-6
CCOC(=O)c1[nH]c(C)c(C(=O)N[C@@H]2C[C@@H](CO)N(C)C2)c1C	-10
O=S(=O)(c1ccc(Nc2nc(C(F)(F)F)nc3[nH]ncc23)cc1)N1CCOCC1	-20
CC(=O)C(C(C)=O)=P(c1ccccc1)(c1ccccc1)c1ccccc1	-41
CC(NC1CC1)c1cccc(C(F)(F)F)c1 (stereo unspecified)	-1
N=C1C(c2nc3ccccc3s2)C(=O)CN1C1CCCCC1 (stereo unspecified)	2
CCCC(=O)N(c1nc(-c2ccc(OC)cc2)c(C)s1)c1cc(OC)ccc1OC	-5
O=C(Nc1ccccc1-c1ccccc1CO)C1CC1	-17
